Hsp90 Hop PPI = changes Hsp90-Hop TPR2A binding signal, up or down; AlphaScreen TPR2A-His6 binding biotin-Hsp90 C-terminal peptide; Potency, µM (series often up to 57 µM), for inactives: top-dose activity change, negative = inhibition; 71,000 tested, 0.44% active; active means well fitted curve in either direction with a large enough effect; inconclusive means small, poorly fitted or top-dose-only effect, or another doubt; further: potency means the concentration at half of the fitted maximal effect; on the % scale 0 is the no-effect control and ±100 the full control effect; many of its hits are not listed in these tables
DNA Pol III inh = DNA polymerase III holoenzyme inhibition; reconstituted DNA polymerase III holoenzyme replication, biochemical; Potency, µM (highest dose often 57.1 µM), inactives show at the top dose activity change, negative = inhibition; 71,000 tested, 0.25% active; further: potency means the concentration at half of the fitted maximal effect; on the % scale 0 is the no-effect control and ±100 the full control effect
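Reconstituted *E. coli* holoenzyme (0.35 nM Pol III, 1 nM beta, 154 nM SSB, 2 nM primase) was preincubated with compound for 15 min at RT. Synthesis on 1.4 nM ssM13Gori ran 35 min, then was stopped with PicoGreen/EDTA and read as dsDNA fluorescence.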
USP2a inhib = USP2a (human) protease inhibition; O75604; AID 927; Potency, µM (series often up to 38.3 µM), for inactives: at the top dose activity change, negative = inhibition, most hits filed as inhibitors; USP2a enzymatic assay, qHTS inhibition; 60,000 tested, 0.1% active;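 further: potency means the concentration at half of the fitted maximal effect; nearly all actives have a fitted effect of over 60% in size; plate controls were DMSO for no effect and NEM full inhibition control for full effect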
Target sequence (O75604 whole entry, looked up): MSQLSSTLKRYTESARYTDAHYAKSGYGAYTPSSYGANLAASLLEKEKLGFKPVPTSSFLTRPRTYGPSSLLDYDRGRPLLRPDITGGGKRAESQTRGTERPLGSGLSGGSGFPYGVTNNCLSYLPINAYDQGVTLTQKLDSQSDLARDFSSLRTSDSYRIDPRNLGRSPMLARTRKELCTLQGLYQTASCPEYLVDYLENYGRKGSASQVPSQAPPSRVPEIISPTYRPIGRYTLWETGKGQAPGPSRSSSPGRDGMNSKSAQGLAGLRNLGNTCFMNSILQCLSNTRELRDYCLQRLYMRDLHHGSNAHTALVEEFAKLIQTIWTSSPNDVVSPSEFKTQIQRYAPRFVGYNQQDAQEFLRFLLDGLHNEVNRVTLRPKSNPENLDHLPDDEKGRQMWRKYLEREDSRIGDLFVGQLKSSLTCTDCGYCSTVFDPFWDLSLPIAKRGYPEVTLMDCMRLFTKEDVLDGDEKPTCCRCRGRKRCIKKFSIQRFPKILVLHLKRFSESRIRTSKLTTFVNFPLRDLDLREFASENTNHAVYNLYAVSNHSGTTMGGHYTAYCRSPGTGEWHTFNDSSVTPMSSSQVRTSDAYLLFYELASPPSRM
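Coupled readout: USP2-cleaved Ub-PLA2 (20nM final) turns over NBD C6-HPC (20uM final), Ex 460nm/Em 535nm after 2.5 h, time-zero read flagging artifacts. Enzyme (20nM final, pH 8.0 Tris) given 30 min RT with compound first; NEM defines full inhibition.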
CRE Fsk mod = CRE-bla signaling modulation under forskolin stimulation. Potency, µM (highest dose often 38.2 µM), for inactives: at the top dose activity change, negative = inhibition, most hits filed as activators. CHO CRE-bla reporter (cAMP response element driving beta-lactamase), forskolin EC10, beta-lactamase ratio. 71,000 tested, 2.5% active; active means well fitted activation curve with a large enough effect in the signal ratio, with a control signal flat, not every such curve was filed as active; inconclusive means small, poorly fitted or top-dose-only effect, or effect the other way, or a change in a side signal; the % refers to the signal ratio; further: potency means the concentration at half of the fitted maximal effect; % of control where 0% means no effect
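Cells were plated overnight at 37 °C, exposed to compound titrations plus EC10 NKH 477 for 3 h, then given CCF4 dye for 2 h at room temperature. Blue/green (460/530 nm) ratio was converted to %Activity and AC50 values calculated.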
BRCT inh red = BRCT-phosphoprotein interaction inhibition (red fluorophore). BRCT-phosphopeptide binding, red fluorescence polarization. Potency, µM (series often up to 76.9 µM), for inactives: top-dose activity change, negative = inhibition, actives largely listed as inhibitors. 75,000 tested, 0.03% active. AID 892; further: on the % scale 0 is the no-effect control and ±100 the full control effect
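Fluorescence polarization: 100 nM His-tagged BRCA1 BRCT with 100 nM TAMRA-labelled phospho-BACH1 decapeptide, phosphate buffer pH 7.3 with 150 mM NaCl, DTT, 0.01% Tween 20; 12 min RT. Binding inhibition seen as FP decrease.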
HADH2 inh = HADH2 (human) dehydrogenase inhibition | recombinant HADH2, NADH fluorescence, beta-hydroxybutyryl-CoA | 73,000 tested, 3.4% active | Potency, µM (top dose mostly 57.1 µM), for inactives: top-dose activity change, negative = inhibition, most hits filed as inhibitors | Q99714 | AID 886; further: potency means the concentration at half of the fitted maximal effect; on the % scale 0 is the no-effect control and ±100 the full control effect; nearly all actives have a fitted effect of over 60% in size; many of its hits are not listed in these tables
Target sequence (Q99714 whole entry, looked up, one chain of several): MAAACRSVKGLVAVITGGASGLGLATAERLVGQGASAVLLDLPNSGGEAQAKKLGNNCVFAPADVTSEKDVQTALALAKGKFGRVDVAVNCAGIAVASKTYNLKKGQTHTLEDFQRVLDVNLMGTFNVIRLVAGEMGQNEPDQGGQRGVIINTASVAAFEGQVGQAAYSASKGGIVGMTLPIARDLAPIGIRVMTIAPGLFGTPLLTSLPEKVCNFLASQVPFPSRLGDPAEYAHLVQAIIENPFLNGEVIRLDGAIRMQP
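Read-out: 360 nm excitation, 450 nm emission, kinetic over 4 min. Conditions: His-tagged human HADH2 20 nM, pH 9.0 Tris with Tween-20, 1 mM NAD+, 90 uM beta-hydroxybutyryl-CoA.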
GFP derepression = derepresses silenced GFP locus in mouse C127i cells; mouse C127i GFP locus derepression, cytometry, 30 h; Potency, µM (highest dose often 46.1 µM), for inactives: at the highest dose GFP derepression (activation); 68,000 tested, 0.09% active; AID 597; further: % of control where 0% means no effect
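Derepression screen: silenced CMV-GFP reporter in murine C127i cells, 30 h compound incubation at 37 C, washed cells imaged by laser-scanning cytometer to enumerate GFP-expressing objects of 20 to 120 um.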
BRCT PPI green = blocks human BRCA1 BRCT binding to phosphopeptide, green readout; P38398; BRCA1 BRCT-phosphopeptide binding, green fluorescence polarization; Potency, µM (titrated, usually from 76.9 µM), for inactives: at the highest dose activity change, negative = inhibition, usual class: inhibitors; 75,000 tested, 0.05% active; AID 875;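 further: potency means the concentration at half of the fitted maximal effect; plate controls were peptide without protein for full effect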
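Compounds were incubated for 12 min at room temperature with a complex of 100 nM fluorescein-tagged pBACH1 decapeptide and 250 nM His-tagged BRCT protein. Buffer was phosphate pH 7.3 with EDTA, DTT and Tween 20. Disruption of binding lowers the polarization signal.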
15-hLO inh = 15-hLO (ALOX15) enzyme inhibition | purified 15hLO-1, xylenol orange hydroperoxide absorbance | Potency, µM (titrated, usually from 57.1 µM), for inactives: at the highest dose activity change, negative = inhibition, hits mostly inhibitors | 74,000 tested, 1.4% active | AID 887; further: potency means the concentration at half of the fitted maximal effect; on the % scale 0 is the no-effect control and ±100 the full control effect; nearly all actives have a fitted effect of over 55% in size
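40 nM 15hLO-1 + cpd, 15 min RT; start w/ 50 uM AA (final), 6 min RT; stop/detect w/ 200 uM XO + 300 uM Fe(II) in 50 mM H2SO4, 30 min; A573/A405. Buffer 25 mM Hepes pH 7.5, 0.01% Triton X-100. No-enzyme wells as negative control.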
Ub-GFP proteasome = ubiquitin-GFP accumulation via proteasome inhibition; AID 526; Ubiquitin-GFP reporter cells, proteasome inhibition, GFP fluorescence; response scale: untreated = 0%, 10 µM MG-132 = 100%; Potency, µM (series often up to 45.9 µM), inactives show at the highest dose activation (GFP accumulation), hits mostly activators; 67,000 tested, under 10 active; active means well fitted activation curve with a large enough effect, not every such curve was filed as active; inconclusive means small, poorly fitted or top-dose-only effect, or another doubt; inactive means no such curve, though single readings can be large or run the other way; further: potency means the concentration at half of the fitted maximal effect
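U2OS Ub(G76V)-GFP reporter; O/N plating, 0.5% FBS; cpd 46 uM–2.9 nM, 4 h, 37 °C; GFP+ cell count, 488/515 nm; norm. to basal vs 10 uM MG-132; CRC fit.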
HBB splice mod = alters splicing of the hemoglobin beta chain | Potency, µM (titrated, usually from 46.1 µM), inactives show at the highest dose activation, usual class: activators | HBB splicing reporter cell assay, activation; EGFP reporter with mutant IVS2-654 intron; response scale: normalised to 500 nM splice-correcting PNA | 65,000 tested, 0.06% active | AID 925; further: potency means the concentration at half of the fitted maximal effect; 0% is about no effect
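Compounds were applied for 2 days to HeLa EGFP-654 cells, 500/well in Optimem with 2% FCS. The reporter's EGFP is disrupted by mis-splicing of beta-globin intron IVS2-654. Readout: summed well GFP fluorescence from 488 nm laser scanning; reference was 500 nM antisense […] 654 PNA.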
An asterisk follows results filed as active; ? = inconclusive; . = no result given; [ ] = remark or other dose. Unless noted, the call rests on the fitted dose curve; in most records, active means well fitted curve in the direction sought with a large enough effect; inconclusive means small, poorly fitted or top-dose-only effect, or another doubt; inactive means no such curve, though single readings can be large; an effect the other way counts as inactive or inconclusive.

SMILES	Hsp90 Hop PPI	DNA Pol III inh	USP2a inhib	CRE Fsk mod	BRCT inh red	HADH2 inh	GFP derepression	BRCT PPI green	15-hLO inh	Ub-GFP proteasome	HBB splice mod
COc1cccc(N(C(=O)c2cccs2)c2nc3ccccc3s2)c1	1%	0%	11%	3.2µM*	-1.6%	186%[activator]	2%	-2.7%	-9%	5%	-0.1%
COc1cc(-c2nnn(CC(=O)NC3CCS(=O)(=O)C3)n2)ccc1OCc1ccccc1 (configuration not stated)	-3%	-4%	152%[activator]	2%	-1.0%	1%	-1%	-1.2%	6%	-7%	.
N=C1C(c2ccccc2)=C(O)CN1c1ccccc1N1CCOCC1	1%	?	-4%	-11%	0.2%	13%	-3%	-1.0%	-30%	-3%	-0.4%[57.5 µM]
CN(C1CCCCC1)S(=O)(=O)c1ccc(Cl)c(C(=O)O)c1	0%	?	0%	-7%	1.7%	-6%	0%	0.0%	24%	-4%	0.4%[57.5 µM]
Cc1cc(C)n(-c2nc3c(c(=O)[nH]c(=O)n3C)n2CC(O)COc2ccccc2)n1 (configuration not stated)	-3%	-3%	5%	?	0.0%	4%	1%	-1.3%	-1%	8%	.
CCOC(=O)c1ccccc1NC(=O)c1cccc2c1C(=O)N(C1CCN(C(=O)OCC)CC1)C2	-2%	-5%	.	6%	-2.0%	5%	-3%	3.9%	-5%	-4%	0.4%
COC(=O)c1cc(Cl)c(N)cc1OC	-10%	4%	5%	?	-1.3%	2%	0%	-1.4%	14%	3%	2.1%
COc1cccc(Nc2ncc3nc(CCc4ccccc4)c(=O)n(CCC#N)c3n2)c1	-4%	-7%	74%[activator]	?	1.5%	5%	2%[9.22 µM]	34%[activator]	0%	-10%	12%
CSc1nc2ccc(NS(=O)(=O)c3ccc4c(c3)OCCO4)cc2s1	-3%	1%	17%	?	1.6%	0%	0%	-0.7%	?	-1%	-2.1%
COc1ccc(N2CCN(S(=O)(=O)c3cccc4cccnc34)CC2)cc1	-16%	-1%	.	-7%	-5.4%	-12%	.	-1.5%	?	-5%	-0.5%
S=c1nc(-c2ccccc2)n(CCCn2ccnc2)c2c1CCCC2	-10%	-6%	.	1%	-0.9%	-9%	7%	-1.4%	3%	8%	0.4%
Cc1ccc(-c2nnn(CC(=O)Nc3cccc4c3CCCC4)n2)o1	-1%	-3%	3%	7%	-1.5%	7%	0%	-4.3%	-8%	1%	.
Cc1ccc(-n2c(Cc3cccn3C)nnc2SCC(=O)NC2CCCCC2)cc1	-7%	-3%	8%	-9%	0.5%	0%	4%	-2.9%	-1%	8%	-0.8%
CC1(C)Cc2c(C#N)c(N3CCCC3)nc(-c3ccco3)c2CO1	25µM*	2%	.	?	0.1%	-4%	.	1.8%	-17%	-7%	-0.1%
COc1ncc2nc(CCc3ccccc3)c(=O)n(C3CC3)c2n1	-7%	4%	11%	?	-1.3%	-10%	3%[9.22 µM]	-0.8%	-2%	1%	0.6%
CC(C)=CCC1=C(OCC(=O)O)C(=O)c2ccccc2C1=O	-12%[11 µM]	-12%[11.4 µM]	.	?	0.4%[15.4 µM]	-17%[11.4 µM]	-2%[9.22 µM]	0.8%[15.4 µM]	-17%[11.4 µM]	-10%[9.17 µM]	0.8%[9.22 µM]
CC12CCC(C(=O)n3c1nc1ccccc13)C2(C)C (configuration not stated)	-5%	-1%	-2%	?	0.0%	5%	0%	-1.1%	7%	-2%	-0.2%
Cc1nc2ccccc2c(=O)n1NC(=O)c1c(O)c2ccccc2n(C)c1=O	-6%	-3%	4%	1%	-2.6%	7%	-2%	0.0%	9%	14%	-1.2%
CCOC(=O)[C@]1(C(/C=C/c2ccco2)NC(=O)OC)CCCC1=O (some centres not stated)	.	.	.	.	-1.1%[15.4 µM]	-14%[11.4 µM]	.	-1.3%[15.4 µM]	5%[11.4 µM]	.	0.7%[9.22 µM]
Cc1cc(=O)n(CCO)c(O)c1C#N	-4%	-4%	.	-8%	-0.7%	-18%	-2%	-3.5%	-1%	-2%	0.0%[57.5 µM]
O=S(=O)(Cc1ccccc1Cl)N1CCN(Cc2ccc3c(c2)OCO3)CC1	-1%	-2%	0%	-14%	-1.2%	7%	3%	0.7%	-4%	-3%	0.2%
Nc1nc(SCc2ccccc2)ns1	-10%	-4%	1%	?	-0.1%	-8%	0%	-0.4%	?	-11%	-0.9%
Cc1cc(C(=O)COc2ncnc3sccc23)c(C)n1C	-7%	-7%	12%	-4%	-2.5%	4%	2%	-2.7%	-14%	4%	-0.4%[57.5 µM]
CCN1CCCC1Cn1c(-c2ccccc2)nc2c(NC3CCCCC3)nc(C)nc21 (configuration not stated)	-3%	-4%	.	1%	-1.3%	-9%	.	-2.2%	-8%	5%	-0.6%
CCC(=O)Nc1cccc(NC(=O)CN2CCN(c3ccccc3OC)CC2)c1	-4%	7%	4%	-1%	0.8%	-4%	2%	-2.7%	-2%	-2%	-3.5%
Cc1nc2ccccc2c(=O)n1/N=C/c1cn(-c2ccccc2)nc1-c1cccs1	-3%	-1%	19%	2.5µM*	-0.7%	3%	-2%	0.6%	-5%	-3%	0.2%[57.5 µM]
COc1ccc(C(=O)NCc2nc3ccccc3[nH]2)cc1OC	-2%	-2%	.	?	0.6%	0%	.	-0.5%	5%	1%	-0.3%
O=C(NCc1ccccn1)c1ccc(Cn2cc(Br)cn2)o1	-9%	-4%	-6%	8%	0.4%	-4%	-5%	-0.8%	-2%	-1%	-0.4%
O=C(Nc1cccc2cccnc12)c1cccc(N2C(=O)CCC2=O)c1	-7%	-9%	11%	20%	0.0%	-1%	1%	-2.6%	4%	-5%	-1.1%
O=C(O)Cn1cc2c(n1)CCCC2	1%	-3%	-4%	-3%	0.4%	1%	-1%	-0.8%	0%	15%	-3.0%
CCOC(=O)C1CCN(C(=O)CN(Cc2ccc(Cl)cc2)S(C)(=O)=O)CC1	7%	-3%	7%	?	-0.3%	6%	0%	-3.0%	1%	6%	-1.2%
CCOC(=O)C(Cc1ccccc1)C(=O)Nc1nccs1 (configuration not stated)	1%	-7%	-3%	-3%	-1.8%	0%	2%	-0.5%	5%	10%	-1.0%
O=S1(=O)NC2CCCCCN2c2ccc(F)cc21 (configuration not stated)	-2%	-3%	-6%	-9%	-1.1%	?	0%	-1.1%	11%	3%	-0.2%
COCCCNC(=O)COc1ccc(S(=O)(=O)Nc2ccccc2)cc1	-1%	-5%	-1%	-8%	-1.5%	16%	0%	-0.9%	5%	-1%	4.0%
COc1ccc(OC)c(-n2cnc3cc(C(=O)O)ccc32)c1	-3%	-1%	-9%	8%	0.0%	-19%	2%	-1.1%	-8%	-6%	-2.6%
CC(C)C(=O)NC(C)C(c1cccs1)N1CCN(C)CC1 (configuration not stated)	1%	-6%	-9%	-6%	2.3%	3%	5%	-0.1%	6%	.	1.0%[0.369 µM]

3 compounds from above with just HADH2 inh, GFP derepression and DNA Pol III inh.
smiles | HADH2 inh | GFP derepression | DNA Pol III inh
O=S1(=O)NC2CCCCCN2c2ccc(F)cc21 (configuration not stated) | ? | 0% | -3%
COCCCNC(=O)COc1ccc(S(=O)(=O)Nc2ccccc2)cc1 | 16% | 0% | -5%
COc1ccc(OC)c(-n2cnc3cc(C(=O)O)ccc32)c1 | -19% | 2% | -1%

Source: PubChem (National Center for Advancing Translational Sciences (NCATS))

The list is partial; count on the stated rates, not on these rows.
